# APOBEC3A inh: inhibitors of human APOBEC3A DNA deaminase; actives 0.41% (n = 330,000); inhibition, % at 20 µM; recombinant A3A, FAM/TAMRA ssDNA deamination fluorescence; P31941;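 active = at least 40% inhibition at 20 µM here, with at most 30% in a related deaminase screen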;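 note: plate controls were A3A with DMSO for no effect and wells lacking A3A enzyme for full effect; some results filed as inactive read as strong as hits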
# Target sequence (P31941 whole entry, looked up): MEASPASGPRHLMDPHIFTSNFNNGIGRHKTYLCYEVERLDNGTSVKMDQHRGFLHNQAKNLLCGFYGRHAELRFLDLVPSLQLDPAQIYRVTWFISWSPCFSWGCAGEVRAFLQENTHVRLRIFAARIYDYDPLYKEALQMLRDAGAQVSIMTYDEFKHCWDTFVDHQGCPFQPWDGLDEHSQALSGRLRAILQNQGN
# mIAP activ: increases mouse intestinal alkaline phosphatase activity | muIAP, CDP-Star luminescence, 30 min; stronger effect = higher value; 1 = vehicle-only enzyme signal, 0 = enzyme-free wells | activation factor at 10 µM | actives 0.24% (n = 330,000);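 active = activation factor of at least 2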; note: the source names both 10 and 20 µM as test concentration; values of inactives mirror those of a sister screen read the other way
#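 Assay system: mouse IAP enzyme; reagent: chemiluminescent substrate CDP-Star; dosing: test compounds delivered from DMSO solution; schedule: 30 min at room temperature; measured by: luminescence from enzymatic CDP-Star hydrolysis; controls: DMSO-only wells and no-enzyme negative control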
# MIN6 prolif: induces beta-cell replication in MIN6 cells | MIN6 cells proliferation, ATPlite luminescence, 48 h; cells starved in 0.2% serum; 100% = growth in 10% serum | proliferation, % at 10 µM | actives 0.29% (n = 330,000) | AID 2380;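 active = compounds whose signal lies at least 3.5 SD above the mean of all wells on their plate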;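 note: 0% = DMSO-treated cells in low-serum medium and 100% = 10% serum control; some compounds called inactive have numbers as strong as hits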
# TIM10 inh: inhibits growth of TIM10 yeast strain; inhibition, % at 10 µM; actives 1.4% (n = 330,000); S. cerevisiae TIM10 strain growth, BacTiter-Glo luminescence, 24 h;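 active = inhibition of 40% or more at the single tested concentration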;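 note: wild-type TIM10 isogenic control strain grown at permissive 25 °C; 0% = DMSO yeast wells and 100% = minimal medium wells without yeast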
# NALP3 yeast inh: inhibitors of NALP3 inflammasome in yeast. inhibition, % at 10 µM. Yeast reconstituted NLRP3/ASC/caspase-1, beta-gal luminescence, 24 h. AID 2825. actives 0.39% (n = 330,000);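 active = inhibition of 50% or more; inactive = inhibition below 50%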;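 note: plate controls were induced DMSO wells for no effect and uninduced yeast grown without galactose for full effect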
# mIAP inh: blocks mouse intestinal alkaline phosphatase; purified mouse IAP, CDP-Star luminescence, 30 min; inhibition, % at 10 µM; actives 0.2% (n = 330,000); AID 2806;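 active = inhibition of at least 40% at 10 µM in the primary screen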;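 note: plate controls were DMSO with enzyme for no effect and no enzyme wells for full effect; values of inactives mirror those of a sister screen read the other way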
# hIAP block: blocks human intestinal alkaline phosphatase; P09923; purified IAP, CDP-Star luminescence, 30 min; inhibition, % at 10 µM; actives 0.12% (n = 330,000);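 active = inhibition reaching a set limit with compound at 10 µM in the primary screen, cut at about 35% in these data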;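 note: plate controls were DMSO wells with enzyme for no effect and no-enzyme buffer wells for full effect; values of inactives mirror those of a sister screen read the other way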
# tim10-1 inh: growth inhibitors of tim10-1 mutant yeast; S. cerevisiae tim10-1 ts strain growth, BacTiter-Glo, 24 h; inhibition, % at 20 µM; AID 463190; actives 2.2% (n = 330,000);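 active = inhibition of at least 40%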;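 note: mutant grown at 25 °C; 0% = DMSO wells with yeast and 100% = wells holding no yeast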
# A3G deaminase: inhibitors of human APOBEC3G DNA deaminase | recombinant A3G, ssDNA deamination FAM/TAMRA fluorescence | inhibition, % at 20 µM | actives 0.28% (n = 330,000);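 active = inhibition of at least 40% at 20 µM, with no more than 30% in the related APOBEC3A deaminase screen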;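 note: plate controls were DMSO wells with A3G for no effect and wells lacking A3G enzyme for full effect; some compounds called inactive have numbers as strong as hits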
# Target sequence (Q9HC16 whole entry, looked up): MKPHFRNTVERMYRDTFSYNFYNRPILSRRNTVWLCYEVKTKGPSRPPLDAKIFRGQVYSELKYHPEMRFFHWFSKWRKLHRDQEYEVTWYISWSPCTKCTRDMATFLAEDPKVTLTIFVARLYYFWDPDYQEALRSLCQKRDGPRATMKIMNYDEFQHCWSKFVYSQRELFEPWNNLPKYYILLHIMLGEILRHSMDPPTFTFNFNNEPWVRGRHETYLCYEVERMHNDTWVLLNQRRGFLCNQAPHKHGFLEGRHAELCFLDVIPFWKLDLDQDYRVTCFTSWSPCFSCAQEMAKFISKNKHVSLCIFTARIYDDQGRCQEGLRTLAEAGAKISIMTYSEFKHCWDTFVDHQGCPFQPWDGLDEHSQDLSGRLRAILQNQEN
# The depositor's hits bear a star. Outcome played no part in choosing rows (roughly 4.6% active in at least one column).
Compound,NALP3 yeast inh,A3G deaminase,MIN6 prolif,mIAP inh,TIM10 inh,APOBEC3A inh,tim10-1 inh,hIAP block,mIAP activ
Cc1sc2nc(CC(=O)N3CCCC3)[nH]c(=O)c2c1C,14,-5,-2,1,0,0,2,-10,0.99
CC(NC(=O)COC(=O)c1cc2ccccc2cc1O)c1ccccc1 (stereo not given),14,1,-2,7,18,-5,15,8,0.93
CN(C)c1ccc(/C=C/c2cc[n+](C)cc2)cc1,14,11,-4,23,19,39,28,12,0.77
C=CCn1c(SCC(=O)N(C(C)CC)C2CCS(=O)(=O)C2)nc2ccccc2c1=O (stereo not given),12,-9,3,0,5,-2,14,4,1
CC(C)=Cc1oc2ccc([N+](=O)[O-])cc2c1N1CC(C)OC(C)C1 (stereo not given),11,-5,-6,10,10,-4,-8,11,0.9
CCCCOc1cccc(NC(=O)CSc2nccn2C)c1,6,0,-4,0,17,1,33,16,1
COc1cccc(-n2c(CNC(=O)OC(C)(C)C)n[nH]c2=S)c1,2,6,0,7,1,-1,8,6,0.93
Cc1ccc(C(=O)NCCN2CCCC2)cc1,11,14,-2,-8,-5,1,-1,-3,1.1
COc1ccc(C(=O)c2sc(Nc3ccccc3)nc2N)cc1,16,-7,1,13,3,-2,1,15,0.87
CC1(C)C(c2ccccc2)=NC(c2ccccc2)N1O (stereo not given),10,-1,-1,-3,-2,0,17,-4,1
O=C(OCc1cc2ccccc2[nH]c1=O)C1CCCO1 (stereo not given),-5,-2,-1,5,2,-1,8,11,0.95
O=C(OCCOCCN=C1NS(=O)(=O)c2ccccc21)c1ccccc1,9,-4,-3,-9,1,5,-2,1,1.1
O=C(NCc1ccncc1)C(=O)Nc1nc2ccccc2s1,15,-5,2,3,38,-5,12,-20,0.97
COc1ccc(CN2CCNC(=O)C2CC(=O)NCCc2nc(C)c(C)s2)cc1C (stereo not given),20,-5,5,6,16,-7,10,-28,0.94
COC(=O)C1C2C=CC3(CN(CCc4ccccc4)C(=O)C13)O2 (stereo not given),0,0,-3,-8,-4,1,11,0,1.1
COc1ccc(C(CNC(=O)C2COc3ccccc3O2)N2CCCC2)cc1 (stereo not given),15,6,1,-9,11,0,14,2,1.1
O=C(Nc1ccc2ccccc2c1)N1CCN(c2ncccc2C(F)(F)F)CC1,35,1,0,-17,7,1,24,0,1.2
O=C(COC(=O)C1=COCCO1)Nc1cc(S(=O)(=O)N2CCCCC2)ccc1Cl,-6,-12,-3,3,13,4,22,6,0.97
O=c1c2c(-c3cccs3)csc2ncn1/N=C/c1ccccn1,30,-8,0,5,37,1,56*,-26,0.95
CCN(Cc1ccccc1)C(=O)COC(=O)[C@@H]1CCCN1C(=O)c1cccs1,18,-8,-3,-5,-2,-1,17,-19,1.1
Cc1ccc(CNC(=O)C(=O)NCC2CCCO2)cc1 (stereo not given),29,0,1,-4,1,-2,-7,29,1
Brc1cccc(/C=N/Nc2nn[nH]n2)c1,20,-6,3,1,-3,0,-11,-2,0.99
O=C(c1ccc(F)cc1)n1c(NCc2ccccc2)n[nH]c1=S,2,4,-2,-20,-18,-7,-13,-18,1.2
CCOc1ccccc1/C=N/n1c(C)nc2ccccc2c1=O,-3,-6,-4,-2,20,-2,3,-4,1
O=C(NC(=S)Nc1ccccc1OC(F)F)c1ccc2c(c1)OCO2,30,-5,-5,19,-10,-3,6,13,0.81
Cc1ccc(-n2nnnc2SCc2nc3sc(C)c(C)c3c(=O)[nH]2)cc1,26,-2,0,7,11,1,-5,9,0.93
CN1CCC(=NNC(=O)CN(c2ccc([N+](=O)[O-])cc2)S(=O)(=O)c2ccccc2)CC1,20,-7,-3,12,40*,-1,9,-5,0.88
N#Cc1c(NC(=O)COC(=O)c2ccc(O)cc2O)sc2c1CCC2,9,1,-2,6,-7,34,-20,10,0.94
NC(=O)c1nn(-c2cccc(Cl)c2)c(=O)cc1O,8,-4,3,0,-15,0,3,10,1
CC(Oc1ccc(Cl)cc1Cl)C(=O)/C=C/N(C)C (stereo not given),-1,-8,-2,2,-1,-3,18,-2,0.98
O=C(Nc1ccc(Cl)cc1)N1CCN(c2ncccn2)CC1,14,-8,-2,-3,9,-3,5,6,1
Cc1ccc(-n2c([C@@H]3C[C@H]3c3ccccc3)n[nH]c2=S)cc1,0,-5,-1,-2,30,-4,22,-9,1
CCOc1ccc2nc3c(cc2c1)CN(CCOC)C(=NC)S3,8,-4,4,5,5,0,19,17,0.95
O=C(NCCCn1ccnc1)c1cccc(S(=O)(=O)Nc2ccc(F)cc2)c1,19,-10,4,-2,-8,-1,-8,-8,1
Cn1c(NC(=O)C[n+]2cc(-c3ccc(F)cc3)n3c2CCC3)cc(=O)n(C)c1=O,9,0,1,-2,-4,3,5,5,1
CC(C)c1nc2oc3ccccc3c(=O)c2c(=O)n1-c1ccccc1,12,0,-1,5,2,-8,16,-1,0.95
CCC(Sc1nc(-c2ccccc2)c(C#N)c(=O)[nH]1)C(=O)Nc1cc(C)on1 (stereo not given),12,-6,1,0,-2,-2,-12,-17,0.99
COC(=O)CCCC1=CC2=CC(=O)C(C)(OC(=O)c3cccs3)C(=O)C2=CN1CCCCO (stereo not given),16,-12,-4,6,1,-2,-16,-1,0.94
CSCCC(NC(N)=O)C(=O)N(C)CC(=O)Nc1cc(C)ccc1C (stereo not given),-3,-1,-2,9,2,0,4,-4,0.91
CC(C)(C)C(=O)NC1CC2CCCC(C1)N2C(=O)Nc1cccc(Cl)c1 (stereo not given),25,20,-5,3,4,-2,22,-10,0.97

# 3 compounds out of the list above, ordered by the value under mIAP inh, low to high:
smiles | NALP3 yeast inh | A3G deaminase | mIAP inh | TIM10 inh | APOBEC3A inh | hIAP block | mIAP activ
Brc1cccc(/C=N/Nc2nn[nH]n2)c1 | 20 | -6 | 1 | -3 | 0 | -2 | 0.99
O=C(COC(=O)C1=COCCO1)Nc1cc(S(=O)(=O)N2CCCCC2)ccc1Cl | -6 | -12 | 3 | 13 | 4 | 6 | 0.97
CN(C)c1ccc(/C=C/c2cc[n+](C)cc2)cc1 | 14 | 11 | 23 | 19 | 39 | 12 | 0.77

# Additional results
Compound,NALP3 yeast inh,A3G deaminase,MIN6 prolif,mIAP inh,TIM10 inh,APOBEC3A inh,tim10-1 inh,hIAP block,mIAP activ
Cc1ccc(NS(=O)(=O)N2CCOCC2)cc1Cl,18,-7,0,2,0,-3,-19,-11,0.98
CC(C)COC(=O)NCC12C=CC(O1)C1C(=O)N(c3ccc(Cl)cc3)C(=O)C12 (stereo not given),14,18,-1,-1,14,5,34,-10,1
CCCN(CC(=O)Nc1ccccc1OC)C(=O)CC1CCCC1,27,-8,-6,6,8,0,16,8,0.94
O=C(OCC(=O)N1CCOCC1)c1cc(-c2ccccc2)nc2ccccc12,24,-1,-3,0,-4,2,-12,-7,1
O=c1c2cc(Cl)ccc2nc(-c2ccc(Cl)c(Cl)c2)n1O,24,-6,-6,3,30,2,3,-20,0.97
COc1ccc(C(=O)CN(C(=O)c2ccc(Cl)cc2)N2C(=O)c3ccccc3C2=O)cc1,15,-2,-1,2,17,3,13,23,0.98
CCCNC(=O)OCc1cccnc1Sc1ccc(C)cc1,21,1,-2,10,3,3,20,-14,0.9
CCOC(=O)Nc1ccc2c(c1)N(C(=O)N(C)C)c1ccccc1CC2,15,-4,-1,-4,-10,-2,21,-3,1
CSc1nsc(SC)c1NC(=O)OCC1CCCO1 (stereo not given),5,-2,-2,-1,2,6,8,-2,1
COc1nc(OCCNS(=O)(=O)c2ccc(C)cc2)nc(N(C)C)n1,9,2,-3,6,-9,2,-3,10,0.94
CCCOc1ccc([N+](=O)[O-])cc1C1NC(=S)NC(c2ccccc2)=C1C(=O)OCC (stereo not given),7,-10,-6,10,2,-3,13,19,0.9
Cc1ccc(C(=O)O)cc1-c1ccc(/C=C2\SC(=O)N(CC(=O)Nc3ccccc3)C2=O)o1,-11,-3,-4,16,-6,22,-20,12,0.84
Cc1cccc2cc(C(c3nnnn3C(C)(C)C)N3CCN(C(=O)c4ccco4)CC3)c(=O)[nH]c12 (stereo not given),11,-4,0,3,9,2,22,3,0.97
CCN1CCN(c2c(C=O)c(Cl)nc3ccc(OC)cc23)CC1,28,-3,-1,-6,-2,-4,18,-16,1.1
COc1ccc(CNC(=O)COc2cc(=O)n(C)c3ccccc23)cc1,-12,-5,-3,6,10,-3,15,-16,0.94
CCn1cc(C(=O)NNC(=O)c2ccc(Cl)cc2)c(=O)c2ccc(C)nc21,-6,-6,2,25,-10,-3,-12,-62,0.75
O=C(Nc1cccc(NC(=O)c2ccc(Cl)cc2Cl)c1)c1cccnc1,13,-6,-5,1,21,4,19,4,0.99
Cc1[nH]oc(=O)c1N=Nc1ccccc1,19,-6,-2,5,11,-3,15,1,0.95
Cn1c(=O)[nH]c(=O)c2c1nc(N1CCOCC1)n2CCCSc1ncccn1,-3,-4,6,2,-5,5,7,3,0.98
COc1ccc(S(=O)(=O)O)cc1P(=O)(c1ccccc1)c1ccccc1,7,-3,-1,2,3,0,-15,-1,0.98
Cc1ccc(CSCCNC(=O)/C=C/c2ccc(Cl)cc2)cc1,9,-1,-4,-1,7,-1,8,-2,1
COc1ccc(OC)c(NC(=O)C2CCCN2C(=O)C2CCC(C)CC2)c1 (stereo not given),2,-2,-2,8,5,1,6,5,0.92
O=C(COC(=O)Cc1cccc(C(F)(F)F)c1)Nc1ccccc1,8,-4,0,-11,-22,4,13,4,1.1
COc1ccc(-c2[nH]nc3c2C(c2ccsc2)C(C#N)=C(N)O3)cc1 (stereo not given),10,-8,4,16,13,-3,10,24,0.84
CCOc1ccc(/C=C2\SC(=O)N(CCNC(=O)C3COc4ccccc4O3)C2=O)cc1OC (stereo not given),17,0,0,-9,29,0,35,7,1.1
COc1cc2c(cc1OC)CN(C(=O)c1nn(Cc3ccccc3)c(=O)c3ccccc13)CC2,8,-8,0,6,-2,0,5,0,0.94
O=C(COC(=O)CCC(=O)c1ccc(F)cc1)NCc1ccc(Cl)cc1,6,4,-4,2,-6,1,12,-2,0.98
O=C(Cn1cc([N+](=O)[O-])cn1)Nc1ccn(Cc2c(F)c(F)cc(F)c2F)n1,8,-4,-1,2,11,2,7,2,0.98
COc1ccc(N2CCN(c3ncccc3C#N)CC2)cc1,11,-6,0,-2,-9,3,-6,-7,1
Cc1cc(C)c(NC(=O)C2CCCN2CCOC(=O)c2cccc([N+](=O)[O-])c2)c(C)c1 (stereo not given),3,4,-1,12,41*,-3,36,6,0.88
Cc1nn(-c2ccccc2)c(C)c1NC(=O)COC(=O)c1ccc(Cl)c(N)c1,6,-4,2,1,5,18,15,-15,0.99
CSc1ccccc1-c1nnc(-c2ccc(Cl)cc2Cl)o1,27,-6,-2,11,19,-1,17,-2,0.89
Cc1ccc(NC(=O)C(SCC(=O)O)c2ccccc2)cc1C (stereo not given),6,1,0,-3,-10,2,7,-2,1
FC(F)(F)c1cccc(NC(=S)NCc2ccccc2)c1,-1,-5,-4,-120,47*,-12,35,-23,2.2*
COc1cccc(NC(=O)CSc2nnc(CNC(=O)c3ccco3)n2C)c1,10,-8,-2,-7,-2,-1,-21,14,1.1
